Compound activity: PubChem, Fisher Drug Discovery Resource Center
NPYLR7 agonist – agonists of mosquito NPYLR7 receptor, primary screen, cell-based, Aedes aegypti, calcium fluorescence, mosquito biting behavior. Aedes aegypti neuropeptide Y-like receptor 7 (NPYLR7). HEK293T NPYLR7/Galpha15, GCaMP6s calcium fluorescence. activation, % at 10 µM. 270,000 compounds, 0.15% hits; in the data active = activation above about 40%;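 also: 0% = vehicle and 100% = reference agonist at the receptor; some compounds past the cut are filed as inactive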
mcGAS lum – cyclic GMP-AMP synthase inhibitors, mouse, primary biochemical chemiluminescence | recombinant cGAS, Kinase-Glo ATP depletion luminescence | AID 1259399, 2018 | 160,000 compounds, 0.15% hits | Q8C6L5 | inhibition, % at 12.5 µM;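 also: 0% = negative control wells and 100% = reference inhibitor with no enzyme activity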
hcGAS lum – Primary biochemical luminescence assay for human cyclic GMP-AMP synthase inhibitors. recombinant h-cGAS, ATP depletion, Kinase-Glo luminescence. inhibition, % at 12.5 µM. AID 1259398, 2018. 290,000 compounds, 0.081% hits;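 also: 0% = vehicle reaction and 100% = reaction without DNA for no activity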
Target sequence (Q8N884 whole entry, looked up): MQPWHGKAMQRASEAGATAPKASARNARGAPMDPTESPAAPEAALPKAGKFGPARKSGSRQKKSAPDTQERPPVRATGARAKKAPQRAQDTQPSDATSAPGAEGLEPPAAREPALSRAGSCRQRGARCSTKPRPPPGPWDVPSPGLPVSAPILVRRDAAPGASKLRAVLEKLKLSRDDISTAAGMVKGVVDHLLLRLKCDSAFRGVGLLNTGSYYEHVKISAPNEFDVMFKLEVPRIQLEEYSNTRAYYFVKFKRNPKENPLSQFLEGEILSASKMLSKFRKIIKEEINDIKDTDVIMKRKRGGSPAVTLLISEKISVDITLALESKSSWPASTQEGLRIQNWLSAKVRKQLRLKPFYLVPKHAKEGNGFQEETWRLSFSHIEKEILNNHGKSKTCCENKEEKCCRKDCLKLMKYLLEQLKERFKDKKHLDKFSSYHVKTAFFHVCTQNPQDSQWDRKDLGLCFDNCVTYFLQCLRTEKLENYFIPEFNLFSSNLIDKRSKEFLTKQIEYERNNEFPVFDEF
An asterisk follows results filed as active; & = joins results of further samples. Rule as the data show it, unless noted: active = inhibition above about 40%; inactive = the rest.

Nc1c(C=C2C=CC(=O)C=C2)c(=O)nc2sc(-c3ccccc3Cl)nn12 was read as NPYLR7 agonist -2.7 and hcGAS lum 42.5*.
Screening O=C(C1CCCN1C=CC(=O)C(F)(F)F)N1CCCC1 (stereo not drawn) returned NPYLR7 agonist 4.4, mcGAS lum -6.3 and hcGAS lum -8.7.
Cc1cc(NC(=O)CN2CCC(NC(=O)c3ccccc3)CC2)n(-c2ccccc2)n1 was read as NPYLR7 agonist 3.9 and hcGAS lum -5.0.
`N#CCCn1cc(C(=O)Nc2ccc(C(=O)O)cc2)c(-c2cc3ccccc3o2)n1` gave NPYLR7 agonist -1.1 and hcGAS lum -3.7.
Screening COc1cccc(C=NN(C)C)c1OC returned NPYLR7 agonist 4.6, mcGAS lum -5.3 and hcGAS lum -6.5.
COCC(O)CN(C)c1ccc2ccc(F)cc2n1 (stereo not drawn) was read as NPYLR7 agonist 8.0 and hcGAS lum -10.2.
Screening CCOc1ccc2cc(C(=O)Nc3ccccc3)c(=N)oc2c1 returned NPYLR7 agonist -3.2, mcGAS lum -3.7 and hcGAS lum -0.7.
CC1CCN(Cc2nc3c(c(=O)n(C)c(=O)n3C)n2CC(N)=O)CC1 was read as NPYLR7 agonist 1.2 and hcGAS lum -4.0.
CCC#CCN1Cc2cc(OC)ccc2N(CC(O)COC)CCC1=O (stereo not drawn) was read as NPYLR7 agonist 2.4, mcGAS lum 2.0 and hcGAS lum 6.3.
CC(C)NC(=O)N(Cc1ccc(F)cc1)Cc1cc(N)ccc1N(C)C was read as NPYLR7 agonist -5.9 and hcGAS lum -4.4.

Retrieved one by one from the entries so far, two records:
CC(C)NC(=O)N(Cc1ccc(F)cc1)Cc1cc(N)ccc1N(C)C was read as NPYLR7 agonist -5.9 and hcGAS lum -4.4.
Screening O=C(C1CCCN1C=CC(=O)C(F)(F)F)N1CCCC1 (stereo not drawn) returned NPYLR7 agonist 4.4, mcGAS lum -6.3 and hcGAS lum -8.7.

Further records:
N#Cc1nc(-c2ccc(S(=O)(=O)N3CCCC3)cc2)oc1NCc1ccc2c(c1)OCO2 was read as NPYLR7 agonist 0.2, mcGAS lum -6.5 and hcGAS lum -8.7.
For Clc1ccc(Cc2nsc(NC3CCCCC3)n2)cc1 the results were NPYLR7 agonist 25.3, mcGAS lum -5.0 and hcGAS lum -7.3.
`CN1CCCN(C)C2(CCN(C(=O)c3cn(C)cn3)CC2)C1` gave mcGAS lum -6.0 and hcGAS lum -14.7.
Screening N#Cc1cc(Cl)ccc1NCC(CO)Cc1ccccn1 (stereo not drawn) returned NPYLR7 agonist 5.7 and hcGAS lum -9.4.
Screening Cc1ccc(C(NC(=O)C2(N)CC2)c2ccccc2)cc1 (stereo not drawn) returned NPYLR7 agonist -0.4, mcGAS lum -10.4 and hcGAS lum -5.6.
`Cc1nn(CCc2nc(C3CC3)nn2C2CCCCC2)c(C)c1C` gave mcGAS lum -7.3 and hcGAS lum -12.6.
`Cc1nn2c(C)c(C(=O)OC(C)C)nnc2c1-c1ccc(F)cc1` gave NPYLR7 agonist -12.3 and hcGAS lum -4.4.
Cc1ccc(S(=O)(=O)N=C(Nc2cccc(C(F)(F)F)c2)Nc2nc(C)cc(C)n2)cc1 was read as NPYLR7 agonist -5.6 and hcGAS lum 2.8.
For CNc1nnc(SC(C)C(=O)Nc2ccc(N3CCCCC3)cc2)s1 (stereo not drawn) the results were NPYLR7 agonist -4.1 and hcGAS lum -16.3.
For CCCn1nc(C(=O)NNS(=O)(=O)c2ccc3c(c2)OCCO3)c2ccccc2c1=O the results were NPYLR7 agonist -1.1 and hcGAS lum -1.5.
Screening O=C(O)c1ccc(Cl)c(NC(=O)c2cccs2)c1 returned NPYLR7 agonist -24.5 and hcGAS lum -12.2.
Screening COc1cc(C(=O)N2c3ccccc3CCC2C)cc(OC)c1OC (stereo not drawn) returned NPYLR7 agonist -6.4, mcGAS lum -5.6 and hcGAS lum -5.7.
`Cn1ccc(CNC(c2ccc(Cl)cc2)C2CC2)cc1=O` (stereo not drawn) gave NPYLR7 agonist -0.3&-1.3, mcGAS lum -6.9&0.5 and hcGAS lum -12.0&1.4.
O=S(=O)(C=Cc1ccccc1)N1CCN(C(=S)NC2CC3CCC2C3)CC1 (stereo not drawn) was read as NPYLR7 agonist 3.7 and hcGAS lum -5.7.
COCCn1cc(NC(=O)Nc2ccccc2Cl)c2ccccc21 was read as NPYLR7 agonist 12.1 and hcGAS lum -10.2.
`CN(Cc1ccccc1)c1ncccc1CNC(=O)C1CCNC1` (stereo not drawn) gave NPYLR7 agonist 10.9 and hcGAS lum -6.5.
Screening Cc1ccc(CN(C)Cc2c(C(=O)N3CCc4ccccc4C3)nc3ccc(Cl)cn23)o1 returned NPYLR7 agonist 4.5, mcGAS lum -8.9 and hcGAS lum -1.9.
CCC(C)N(C(=O)CSc1nc(C)c(C)c(C)c1C#N)C1CCS(=O)(=O)C1 (stereo not drawn) was read as NPYLR7 agonist 14.4 and hcGAS lum -2.2.
Screening CCOC(=O)c1nc2cc(Cl)c(Cl)cc2nc1N1CCCN(C(=O)c2ccc3c(c2)OCO3)CC1 returned NPYLR7 agonist 5.5, mcGAS lum -4.7 and hcGAS lum -3.6.
For Cn1c(=O)[nH]c(=O)c2c1nc(Sc1nc3ccccc3[nH]1)n2Cc1ccccc1Cl the results were NPYLR7 agonist 25.6 and hcGAS lum -5.3.
Screening CCOC(=O)C1CCN(c2cc(Oc3ccc(F)cc3F)ncn2)CC1 returned mcGAS lum -8.4 and hcGAS lum -2.2.
`CC(=O)NC1C(Oc2ccc(C)cc2C)OC(COC(C)=O)C(OC(C)=O)C1OC(C)=O` (stereo not drawn) gave NPYLR7 agonist -6.1, mcGAS lum -5.5 and hcGAS lum -5.7.
For CN(CC(=O)NC1CCS(=O)(=O)C1)C(=O)COCc1ccccc1 (stereo not drawn) the results were NPYLR7 agonist 1.5 and hcGAS lum -6.6.
`COc1ccc(CC2CN(C(=O)c3ccnc(N)c3)CCO2)cc1` (stereo not drawn) gave NPYLR7 agonist 7.5 and hcGAS lum -5.6.
`Cc1nc(C(C)C)ncc1C(=O)NCc1c(C)noc1C` gave NPYLR7 agonist 19.4 and hcGAS lum -2.2.
Screening CC(C)S(=O)(=O)c1ncc(CN2CCc3ccccc3C2)n1Cc1ccccc1F returned NPYLR7 agonist 12.0 and hcGAS lum -6.3.
Screening CCC(C)N(Cc1cccnc1)C(=O)c1cncc(C)c1 (stereo not drawn) returned NPYLR7 agonist -0.8 and hcGAS lum -3.2.
Screening Cc1c(C(C)NC(=O)/C=C/c2ccccn2)cnn1-c1cccc2ccccc12 (stereo not drawn) returned NPYLR7 agonist 8.4 and hcGAS lum -7.7.
Screening CN(C)c1ccc(/C=N\Nc2nc(F)cc(F)n2)cc1 returned NPYLR7 agonist 5.8, mcGAS lum -2.4 and hcGAS lum 0.8.
For C=CCSc1nc2c(c(=O)[nH]c(=O)n2C)n1Cc1cccc(C)c1 the results were NPYLR7 agonist -14.8, mcGAS lum 1.0 and hcGAS lum 1.2.
Screening COCCCN(Cc1c(C)nn(-c2ccccc2)c1N1CCN(C)CC1)C(=O)Nc1cccc(C(F)(F)F)c1 returned NPYLR7 agonist 17.1, mcGAS lum -5.0 and hcGAS lum -1.4.
C=CCN(C)C(=O)c1cc(-c2ccc3c(c2)OCO3)nc2ccccc12 was read as NPYLR7 agonist -0.3, mcGAS lum -3.9 and hcGAS lum -2.2.
Screening CC(C)COC(=O)N1[C@@H]2CC[C@H]1CNC(=O)C2 returned mcGAS lum -5.8 and hcGAS lum -16.5.
For COc1ccc(C(=O)NC(C)c2cccnc2)cc1F (stereo not drawn) the results were NPYLR7 agonist 8.5, mcGAS lum -6.4 and hcGAS lum -4.4.
`CCCc1c(C)nn(-c2ccc(C(=O)Nc3cccc(-c4ccnc(C)n4)c3)cc2)c1C` gave NPYLR7 agonist -17.8, mcGAS lum -1.7 and hcGAS lum -6.3.
`O=C(CCSc1ccc(Cl)cc1)NCCc1cccs1` gave NPYLR7 agonist -7.0 and hcGAS lum 1.5.
For Cc1nc(C)c(C(C)NC(=O)c2ccc(CN3CCN(C)CC3)cc2)s1 (stereo not drawn) the results were NPYLR7 agonist -4.8 and hcGAS lum -9.3.
Cc1ccc2oc(C(=O)N3CCC(O)(c4ccccc4)CC3)c(C)c2c1 was read as NPYLR7 agonist 4.4 and hcGAS lum -9.8.
Cc1ccc(C2CC(c3cccs3)=NN2S(C)(=O)=O)o1 (stereo not drawn) was read as NPYLR7 agonist 6.9&-0.1 and hcGAS lum -4.0&5.0.
For CCCC1CC2(O)CC(C#N)(C(=O)N2)C1(C#N)C#N (stereo not drawn) the results were NPYLR7 agonist 0.6 and hcGAS lum -13.3.
Screening O=c1ccc2cc(S(=O)(=O)Nc3cc(Cl)ccc3Cl)ccc2o1 returned NPYLR7 agonist -0.1 and hcGAS lum -1.0.
For O=C(Cn1c2c(c(=O)n(C3CCCCC3)c1=O)CCC2)Nc1ccc2ncccc2c1 the results were NPYLR7 agonist -0.8, mcGAS lum -5.0 and hcGAS lum -0.6.
`CN1C[C@H]2C[C@@H]1CN2c1cc2c(cc1F)c(=O)c(C(=O)O)cn2C1CC1` gave NPYLR7 agonist -17.9 and hcGAS lum 1.8.
Screening O=C(Cc1cccnc1)NCCCN1CCCc2ccccc21 returned mcGAS lum -11.4 and hcGAS lum -9.5.
For Cn1c(=O)c2c(nc(N3CCCC3)n2CCSc2ncccn2)n(C)c1=O the results were NPYLR7 agonist -12.1 and hcGAS lum -3.8.
For Cc1nn(C)c(C)c1NC(=O)C(C)OC(=O)c1ccc2c(c1)NC(=O)CS2 (stereo not drawn) the results were NPYLR7 agonist 1.1 and hcGAS lum 1.7.
`CCOC(=O)c1cc(C(O)(C(F)(F)F)C(F)(F)F)c(N=CN(C)C)o1` gave NPYLR7 agonist 5.2 and hcGAS lum -5.7.
`Cc1cc(C(=O)NC2(C)CCS(=O)(=O)C2)c(C)n1-c1ccc2c(c1)OCCO2` (stereo not drawn) gave NPYLR7 agonist 9.2 and hcGAS lum -8.1.
`O=C(CCC1CCN(C(=O)[C@H]2C[C@@H]3C=C[C@H]2C3)CC1)NCc1cccc(Cl)c1` gave mcGAS lum -1.6 and hcGAS lum 1.8.
For C=c1ccccc1=c1[nH]/c(=C\C(C)=C\c2ccccc2)c(=O)o1 the results were NPYLR7 agonist -0.9, mcGAS lum 3.5 and hcGAS lum 2.4.
For CN(C(=O)COCc1ccccc1)c1c(Cl)cccc1Cl the results were NPYLR7 agonist 0.9 and hcGAS lum 0.7.

Molecules listed so far that have a thiophene ring, fused or not (three):
Screening O=C(O)c1ccc(Cl)c(NC(=O)c2cccs2)c1 returned NPYLR7 agonist -24.5 and hcGAS lum -12.2.
`O=C(CCSc1ccc(Cl)cc1)NCCc1cccs1` gave NPYLR7 agonist -7.0 and hcGAS lum 1.5.
Cc1ccc(C2CC(c3cccs3)=NN2S(C)(=O)=O)o1 (stereo not drawn) was read as NPYLR7 agonist 6.9&-0.1 and hcGAS lum -4.0&5.0.

4 structures from above, sorted by molar mass, rising.
Screening O=C(Cc1cccnc1)NCCCN1CCCc2ccccc21 returned mcGAS lum -11.4 and hcGAS lum -9.5.
For CN(C(=O)COCc1ccccc1)c1c(Cl)cccc1Cl the results were NPYLR7 agonist 0.9 and hcGAS lum 0.7.
`CCOC(=O)c1cc(C(O)(C(F)(F)F)C(F)(F)F)c(N=CN(C)C)o1` gave NPYLR7 agonist 5.2 and hcGAS lum -5.7.
`O=C(CCC1CCN(C(=O)[C@H]2C[C@@H]3C=C[C@H]2C3)CC1)NCc1cccc(Cl)c1` gave mcGAS lum -1.6 and hcGAS lum 1.8.
